Rev-erbA mod: modulators of human Rev-erb alpha DNA binding; P20393; Rev-erbα–FITC-DNA binding, fluorescence polarization, 90 min; hit rate 0.79% among 370,000; activity, % at 10 µM;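 active means activity above about 14%, limit read from the data; passing the limit was not always enough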;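 further: 0% = DMSO wells with 35 nM protein and 100% = DMSO wells with 750 nM protein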
LEDGF integ inh: blocks HIV-1 LEDGF/p75-dependent DNA integration. inhibition, % at 3.7 µM. hit rate 0.64% among 370,000. TR-FRET IN-LEDGF/p75 DNA integration, Eu/Cy5. AID 743269;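 active means inhibition above the screen-wide mean plus 3 SD, cut at about 13% in these data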;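 further: signal is the Cy5 over europium emission ratio at 671 and 618 nm; 0% = plate median of compound wells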
TCR-CD3 inh: inhibitors of human TCR-CD3 interaction; TAMRA-labeled TCR probe fluorescence, biochemical; inhibition, % at 9.4 µM; hit rate 0.37% among 360,000; AID 651800; in the data active means inhibition above about 19%;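 further: recombinant mutant TCR 2C K166C tagged with TAMRA read by polarization; 0% = receptor in buffer alone and 100% = receptor with positive control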
HTRA1 inhibitor: inhibitors of human serine peptidase HTRA1 | recombinant HTRA1, FP-rhodamine activity-based probe, fluorescence polarization | inhibition, % at 5.96 µM | hit rate 0.5% among 340,000; in the data active means inhibition above about 36%;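 further: 0% = enzyme with DMSO and 100% = wells lacking enzyme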
Target sequence (Q92743 whole entry, looked up): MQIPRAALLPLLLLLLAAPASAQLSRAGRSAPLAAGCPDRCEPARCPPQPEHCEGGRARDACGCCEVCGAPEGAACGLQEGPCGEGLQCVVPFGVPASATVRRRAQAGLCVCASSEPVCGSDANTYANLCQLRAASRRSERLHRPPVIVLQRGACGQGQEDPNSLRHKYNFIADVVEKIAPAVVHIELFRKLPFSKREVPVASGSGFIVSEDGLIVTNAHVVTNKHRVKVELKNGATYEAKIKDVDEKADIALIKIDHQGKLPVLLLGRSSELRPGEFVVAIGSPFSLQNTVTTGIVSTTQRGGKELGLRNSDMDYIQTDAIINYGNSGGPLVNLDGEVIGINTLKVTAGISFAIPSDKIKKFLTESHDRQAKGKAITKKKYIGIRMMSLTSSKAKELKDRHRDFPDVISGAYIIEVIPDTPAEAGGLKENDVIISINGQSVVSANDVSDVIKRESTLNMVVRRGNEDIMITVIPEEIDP
PG9 Ab binder: PG9 antibody binding by small molecule | TR-FRET gp120-PG9 antibody binding | AID 624416 | inhibition, % at 6.7 µM | hit rate 0.43% among 360,000; in the data active means inhibition above about 8.5%
mABHD4 FP: inhibits mouse alpha/beta hydrolase domain 4; inhibition, % at 8.92 µM; AID 720543; hit rate 0.54% among 370,000; Q8VD66; purified mABHD4, FP-Rh probe fluorescence polarization;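 active means inhibition exceeding the mean over every tested compound plus 3 SD, cut at about 30% in these data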;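 further: 0% = plate median of compound wells and 100% = S159A mutant with DMSO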
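Assay system: wild-type mouse ABHD4 protein; compound: single nominal dose of 8.92 µM, 0.89% DMSO final; schedule: 45 min + 60 min at 25 °C; measured by: FP readout, ex 525 nm / em 598 nm; evaluation: % inhibition of FP-Rh probe binding versus controls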
SIAE primary: blocks human sialic acid acetylesterase. Q9HAT2. SIAE FP-Rh probe binding, fluorescence polarization. inhibition, % at 9.66 µM. hit rate 0.69% among 370,000. AID 1053197;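 active means inhibition above a cutoff: mean of compounds within the control limits plus 3 SD of those, cut at about 17% in these data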;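 further: 0% = plate median of compound wells and 100% = probe without SIAE protein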
rCAG binder: binds r(CAG) RNA repeats | r(CAG) RNA repeat, TO-PRO-1 dye displacement fluorescence | inhibition, % at 3 µM | hit rate 1.3% among 370,000;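 active means inhibition above the plate cutoff, the mean of all test compounds on that plate plus 3 SD, cut at about 35% in these data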;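 further: 0% = DMSO alone and 100% = 100 µM mitoxantrone as full dye displacement; higher means more dye released from RNA so lower well fluorescence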
TDP2 absorb: TDP2 (human) inhibition, absorbance primary screen | recombinant TDP2, T5PNP hydrolysis, p-nitrophenol absorbance 415 nm | inhibition, % at 12.8 µM | hit rate 0.34% among 370,000;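 active means inhibition above the mean of all tested compounds plus 3 SD, set per campaign, cut at about 25% in these data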;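 further: 0% = DMSO with enzyme and 100% = buffer with substrate but no TDP2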
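Assay system: recombinant human TDP2 / Reagent: T5PNP substrate at 5 mM, a TopII-DNA adduct mimic / Measured by: epi absorbance from released p-nitrophenol / Evaluation: % inhibition relative to enzyme-containing and enzyme-free wells / Control set: enzyme-free and DMSO wells / Replicates: each compound tested once, singlicate / Schedule: enzyme reaction with compound for 2 h at 37 °C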
PRMT1 inh: PRMT1 (human) inhibition, primary screen. recombinant PRMT1, activity-based probe fluorescence polarization. inhibition, % at 2.79 µM. hit rate 1.3% among 370,000;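 active means inhibition above about 21% made by adding two undisclosed values, limit read from the data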
Target sequence (Q99873 whole entry, looked up): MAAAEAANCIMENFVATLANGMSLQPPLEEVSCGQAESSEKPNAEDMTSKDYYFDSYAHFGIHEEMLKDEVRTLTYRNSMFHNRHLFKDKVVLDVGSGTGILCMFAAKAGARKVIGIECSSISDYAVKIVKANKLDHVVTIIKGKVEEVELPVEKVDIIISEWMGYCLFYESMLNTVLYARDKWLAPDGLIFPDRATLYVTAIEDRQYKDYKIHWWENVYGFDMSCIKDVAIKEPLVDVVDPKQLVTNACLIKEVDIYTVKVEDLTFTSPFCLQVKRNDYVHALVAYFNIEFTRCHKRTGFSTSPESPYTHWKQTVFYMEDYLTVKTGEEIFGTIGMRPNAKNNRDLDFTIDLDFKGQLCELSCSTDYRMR
* hit, by the source's call; nt = no result given. Not all compounds are listed (hit frequency here may not be typical).

SMILES	Rev-erbA mod	LEDGF integ inh	TCR-CD3 inh	HTRA1 inhibitor	PG9 Ab binder	mABHD4 FP	SIAE primary	rCAG binder	TDP2 absorb	PRMT1 inh
CC(C)C[C@H]1CN([C@@H](CC(C)C)CN2CCC[C@H]2CN2C(=O)C(=O)NC[C@@H]2Cc2ccc(O)cc2)C(=O)C(=O)N1CCc1ccccc1	-10	10	-9	nt	1.8	8	20*	0	7	0
Cc1nn(-c2ccccc2)c2c1CC(=O)Nc1ccccc1-2	-3	6	-2	6	-0.7	-2	-4	1	-13	-3
COc1cc(C2NC(=S)NC3=C2C(=O)CCC3)ccc1O (configuration not stated)	5	-1	-3	-2	1.3	5	3	2	4	2
Cc1cc(Br)ccc1NC(=O)C1CCN(C(=O)c2ccco2)CC1	7	2	6	-1	-1.8	-5	2	-3	-19	-5
COc1cccc(C(=O)OCC(=O)c2ccc(Br)s2)c1	10	2	13	-17	4.3	-1	-1	1	-3	-1
CC(=O)Nc1ccc(S(=O)(=O)NC2=C(N3CCN(c4ccc(F)cc4)CC3)C(=O)c3ccccc3C2=O)cc1	4	5	0	55*	-1.3	22	25*	12	36*	0
Cc1ccc(-c2cc(NC=O)c3ncc(-c4cccc(C(=O)N(C)C)c4)n3c2)cc1	-5	1	-1	nt	-0.8	2	-1	6	5	5
O=c1c(-c2ccccc2)c(O)nc2ccccn12	-2	-3	6	-2	-1.4	1	-4	-2	3	-1
O=C(NC(O)C(=O)c1cccs1)c1cccnc1 (configuration not stated)	1	1	6	3	0.9	7	-8	4	-4	1
Cc1cc(C)n2nc(C(=O)OCC(=O)Nc3ccc(C)c(S(=O)(=O)N4CCOCC4)c3)nc2n1	3	-5	-2	-4	-0.1	5	-2	5	-3	4
O=C(Nc1ccc(F)cc1)OCCOc1ccc([N+](=O)[O-])cc1	4	0	-3	-17	-0.9	-4	6	4	15	-1
CCCCCCCCN1C(=O)[C@H](CC(=O)NCc2ccc(C)o2)C[C@@]2(C(=O)OCC)CCC=C12	1	-1	2	nt	0.4	-2	0	2	-5	10
CC(NC(=O)Nc1ccc2c(c1)OCO2)C1CCCO1 (configuration not stated)	-2	-3	18	-10	0.8	4	4	0	-3	-4
COCCNC(=O)c1cc(S(=O)(=O)N(C)C2CCCCC2)ccc1Cl	0	0	9	-3	-2.0	3	9	1	1	0
CCOC(=O)N1CCC(NC(=O)c2cccc3c2C(=O)N(Cc2cccnc2)C3)CC1	-6	-3	2	4	0.2	-3	3	-7	19	-2
CC(C)(C)N1CC(COc2ccccc2)OC1=O (configuration not stated)	-1	2	5	3	-0.4	-1	-6	7	-1	0
O=C(CC1CCCC1)Nc1nc2ccccc2[nH]1	-1	5	-1	0	-2.4	-4	-2	5	-12	1
O=C(CN1CCN(S(=O)(=O)N2CCOCC2)CC1)Nc1ccc(Cl)c(Cl)c1	3	-2	-3	4	-0.9	-15	-6	1	11	2
Cc1nn(CC2CCCCC2)c(N)c1-c1ccccc1	-2	1	-1	4	3.1	-6	4	-3	-8	-3
COc1cccc(C(=O)N2CCN(CCCc3ccccc3)CC2)c1OC	-1	5	3	-1	0.5	6	5	-8	13	-5
CN1CCN(C(=O)c2ccc3c(c2)N(Cc2cccc(Cl)c2)C(=O)c2ccccc2S3=O)CC1 (configuration not stated)	2	-2	2	1	-2.1	3	2	3	-2	-2
CCc1cccc(CC)c1NC(=S)N(CCN(C)C)C(C)c1cccnc1 (configuration not stated)	1	0	7	6	-0.4	2	8	-4	13	1
CC(Sc1cccc[n+]1[O-])c1ccccc1 (configuration not stated)	-2	2	-11	-2	0.3	-8	0	2	-15	5
O=S(=O)(c1ccc(F)cc1)N1CCC(N2CCCCCC2)CC1	-3	0	6	-7	0.8	0	-2	0	12	-3
CCOc1ccc(NC(=O)N2CC(C)OC(C)C2)cc1 (configuration not stated)	-3	2	0	9	-1.5	-1	2	-4	-4	-5
The list continues:
SMILES	Rev-erbA mod	LEDGF integ inh	TCR-CD3 inh	HTRA1 inhibitor	PG9 Ab binder	mABHD4 FP	SIAE primary	rCAG binder	TDP2 absorb	PRMT1 inh
Cn1cc2ccc(N)cc2n1	2	-6	-2	3	-1.9	5	5	5	-3	7
COc1ccc(N2C(=O)c3ccccc3NC2(C)C)cc1	2	-1	0	1	1.4	1	5	-1	3	1
O=C(c1ccccc1)c1cnc(-c2ccccc2)s1	3	-4	5	-6	-0.8	-1	-2	2	-9	-3
CCn1c(=S)[nH]c2c(=O)n(C)c(=O)n(C)c21	7	0	5	6	-0.6	2	6	0	6	15
C=CCSc1nnc(NC(=O)CSCc2c(C)noc2C)s1	-6	3	-1	1	2.9	8	4	1	2	3
O=C(CN1CCN(c2ccccn2)CC1)NC(=O)NC1CCCCC1	-2	0	-1	-2	-1.7	1	0	-7	-2	-2
CNC(=S)Nc1ccc2nc(C)c(C)nc2c1	2	-5	-5	-3	-1.8	6	-8	-2	2	5
CCN(CC(=O)Nc1ccc(OC)c(OC)c1)S(=O)(=O)c1ccc(C)cc1	-2	1	-2	3	0.3	7	5	-5	2	1
N#CC1(NC(=O)COc2cccnc2[N+](=O)[O-])CCCCC1	7	0	3	6	1.2	-5	1	1	14	-3
N#CCCN(C(=O)COC(=O)CCc1c[nH]c2ccccc12)c1ccccc1	-2	3	-2	-7	1.1	-1	5	-3	2	1
CCOC(=O)c1ccc(N2C(=O)C3C(C2=O)C(C(=O)c2ccc(Cl)cc2)N2CCCC32)cc1 (configuration not stated)	6	0	-2	-30	0.2	-13	-5	17	9	3
Cc1ccc(OCCNC(=O)c2ccco2)cc1C	-2	1	1	0	1.0	4	2	2	-4	1
Cc1c(C(=O)N/N=C/c2ccccc2Cl)[nH][nH]c1=O	-7	-1	nt	nt	nt	2	7	1	1	-7
COc1ccc(C(=O)OCC(=O)NC2CCCC2)c(OC)c1OC	2	-4	4	-4	-0.7	2	0	-6	3	2
O=C(NC1CCCC1)c1cccc(Oc2ccccc2)c1	-4	6	1	-8	-1.8	-11	1	-3	-4	0
CC(=O)Nc1cccc(OCCCNC(=O)c2cccc3ccccc23)c1	0	-1	0	nt	2.0	-4	-4	-5	-8	3
CC1CCN(S(=O)(=O)c2cccc(C(=O)Nc3ccccn3)c2)CC1	9	-2	-2	-6	1.2	-6	-13	-2	5	2
COC(=O)C1=C(C)N(Cc2cccc(C(F)(F)F)c2)C(=NCc2cc(OC)c(OC)c(OC)c2)NC1c1cccc(Cl)c1 (configuration not stated)	-6	0	-1	nt	0.4	5	-3	3	-3	-4
Cc1cccc(N(C(=O)c2ccco2)C(C(=O)NC2CCCC2)c2ccco2)c1C (configuration not stated)	-2	3	2	-3	-1.4	0	-5	-2	-4	-1
Cc1c(C(=O)Nc2ccc(Cc3ccncc3)cc2)cccc1[N+](=O)[O-]	4	5	2	-2	0.4	-1	7	3	4	-3
CCN(CC)S(=O)(=O)c1ccc(N2CCCC2)c(NS(=O)(=O)c2ccc(OC)cc2)c1	8	0	0	-18	-2.9	11	-4	4	8	-1
O=C(COC(=O)Cc1n[nH]c(=O)c2ccccc12)Nc1ccc(Cl)cn1	-5	0	2	5	-0.4	7	-3	9	4	4
CCN1C(=O)c2cccc3c(N)ccc1c23	-4	9	7	13	-22	5	14	6	31*	-1
C=CCS(=O)(=O)N1CCCC(N2CCN(c3ccccc3OC)CC2)C1 (configuration not stated)	3	1	-8	5	-0.7	0	5	-3	9	-3
c1cncc(N=c2scc(-c3cccc4ccccc34)n2CCCn2ccnc2)c1	3	2	-5	-12	1.1	2	0	2	-2	0

A draw from above in order of SMILES length, highest first:
SMILES	Rev-erbA mod	LEDGF integ inh	TCR-CD3 inh	HTRA1 inhibitor	PG9 Ab binder	mABHD4 FP	SIAE primary	rCAG binder	TDP2 absorb	PRMT1 inh
CCN(CC(=O)Nc1ccc(OC)c(OC)c1)S(=O)(=O)c1ccc(C)cc1	-2	1	-2	3	0.3	7	5	-5	2	1
O=C(COC(=O)Cc1n[nH]c(=O)c2ccccc12)Nc1ccc(Cl)cn1	-5	0	2	5	-0.4	7	-3	9	4	4
c1cncc(N=c2scc(-c3cccc4ccccc34)n2CCCn2ccnc2)c1	3	2	-5	-12	1.1	2	0	2	-2	0
C=CCS(=O)(=O)N1CCCC(N2CCN(c3ccccc3OC)CC2)C1 (configuration not stated)	3	1	-8	5	-0.7	0	5	-3	9	-3
CCN1C(=O)c2cccc3c(N)ccc1c23	-4	9	7	13	-22	5	14	6	31*	-1

The results go on:
SMILES	Rev-erbA mod	LEDGF integ inh	TCR-CD3 inh	HTRA1 inhibitor	PG9 Ab binder	mABHD4 FP	SIAE primary	rCAG binder	TDP2 absorb	PRMT1 inh
Cc1cc(OCc2cc(C(=O)NCc3cc(C(C)C)no3)no2)cc(C)c1Cl	-3	-4	5	-8	1.3	-16	-13	-2	-1	4
COc1ccc(C2=Nc3ccccc3N(C(=O)c3ccc(C(F)(F)F)cc3)C2C(=O)NCc2ccccc2)cc1 (configuration not stated)	13	-5	4	nt	-0.5	-24	-7	8	0	0
CC(C)(C)NC(=O)CN1CCN(C(=O)CCl)CC1	-2	-1	1	3	2.4	3	1	1	5	2
COc1ccc(C2=NS(=O)(=O)N(C)C(C(=O)NCc3ccccn3)=C2)cc1	4	-7	-4	3	-0.4	-3	-7	3	-6	1
C/C(=N/NC(=O)c1ccc(-c2ccccc2)cc1)c1cc(O)cc(O)c1	-3	-1	-3	-7	-2.2	-2	-1	7	8	0
CC(=O)Oc1cccc(N2C(=O)C3CC=CCC3C2=O)c1 (configuration not stated)	-5	0	-8	1	0.9	1	2	-1	12	1
Cn1nccc1C(=O)N1CCN(S(=O)(=O)c2ccc(Br)s2)CC1	-1	-8	-2	1	0.7	5	0	-1	-11	2
Cc1ccc(NC(=O)COC(=O)C2=NNC(=O)CC2)c(Br)c1	1	0	6	3	-0.7	-1	4	1	12	-3
CCN1CCN(c2ccc(Cl)cc2NC(=O)c2ccco2)CC1	2	1	3	1	-2.2	-5	5	-3	-8	-4
COc1ccc(OCc2nnc(SCC(=O)Nc3cccc(Cl)c3)o2)cc1	-10	1	2	-14	-0.5	-1	-1	5	-4	4
O=C(OCc1ccccc1)/C(=C/c1ccccc1Cl)NC(=O)c1ccco1	1	2	6	-17	-0.6	-7	-1	-5	9	0
CCOC(=O)c1ccc(-n2c(N)c(C(=O)NCC3CCCO3)sc2=S)cc1 (configuration not stated)	-5	0	9	1	0.9	3	3	1	0	3
CCNc1nc(C#N)nc2c1ncn2-c1cc(F)cc(F)c1	5	2	6	-6	1.6	3	-7	0	5	0
c1ccc2sc(-n3cc(C4CCCCC4)nn3)nc2c1	-7	4	10	nt	-0.2	3	-2	4	-2	-5
Cc1ccc(CN(C)C(=O)c2ccccc2NC(=O)c2ccccc2)o1	-4	-2	-3	9	0.3	-1	4	5	-9	10
CC(NC(=O)C(=O)N/N=C/c1ccccc1)c1ccccc1 (configuration not stated)	1	-2	-5	-3	0.7	3	0	-1	6	0
OC(CNCCc1ccc(C(F)(F)F)cc1)COC(c1ccccc1)c1ccccc1 (configuration not stated)	4	5	16	-17	-0.1	25	0	-6	4	-4

High-throughput results deposited in PubChem by several laboratories.
